PMI inhibitors – MPI enzyme activity inhibition – biochemical, fluorescence intensity, coupled assay, primary screen (AID 1209). purified PMI enzyme, coupled fluorescence intensity; higher % means a stronger effect. inhibition, % at 20 µM; hits with a dose series show IC50 in µM. 190,000 tested, 0.42% active;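 note: plate controls were DMSO vehicle for no effect and wells lacking substrate for full effect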
T cell modulator – T cell immune modulation candidate; 2C CD8+ T cell-vesicle binding, flow cytometry; stronger effect = lower value; calls only at 7 µM; 330,000 tested, 0.068% active;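 active = response, share of CD8 T cells binding vesicles, and their 90th percentile fluorescence all below set limits, cut at about 80% in these data, passing the limit was not always enough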
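Benchmarks: naked versus QL9-loaded vesicles / Assay system: purified 2C TCR transgenic mouse naive CD8+ T cells / Technique: high-throughput flow cytometry with anti-B7-1 and anti-CD8 staining / Timing: Cell–vesicle co-incubation 1.5 h at 37 °C, staining 20 min on ice / Read-out: percent CD8+ FL2 mean versus row control / Probe or stimulus: QL9-loaded Drosophila micro-vesicles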
PMI inhibition – MPI inhibition at elevated mannose 6-phosphate – biochemical, fluorescence intensity, high mannose 6-phosphate, primary screen (AID 1220). 190,000 tested, 0.66% active. inhibition, % at 20 µM; hits with a dose series show IC50 in µM. recombinant PMI enzyme, coupled fluorescence intensity; higher % means a stronger effect
K1F lysis inhibition – inhibition of K1F phage lysis, E. coli UTI89, bacterial capsule biogenesis inhibitors, alamar blue (AID 488966). E. coli UTI89 K1F phage lysis, alamar blue, 2 h; higher % means a stronger effect. inhibition, % at 100 µM, or IC50 in µM where a hit was titrated. 340,000 tested, 0.02% active;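 active = phage lysis inhibition, versus mean bacterial control, above a set limit; inconclusive = no clear call, values can overlap the other calls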;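 note: capsule biogenesis inhibitors block K1F phage lysis so surviving cells raise fluorescence; higher fluorescence means more inhibition of phage lysis; actives were called in the ten point dose series up to 300 µM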
RSV CPE inhibition – inhibition of RSV-induced cytopathic effect – HEp-2 cells, primary 10 µM value included (AID 2391); HEp-2 cells, RSV-induced CPE inhibition; higher % means a stronger effect; one-dose CPE inhibition, % at 10 µM; IC50 in µM for titrated hits; 310,000 tested, 0.13% active; in the data active = a potency from the dose series; inconclusive = CPE inhibition mostly from about 23% at the one dose, without a potency; inactive = the rest, 99 in 100 with CPE inhibition below about 21%; note: strong numbers were not always called active
M1AAP inhibition – malaria alanyl aminopeptidase activity blockers – biochemical, fluorogenic H-Leu-NHMec substrate, 1536-well (AID 1445); inhibition, % at 30 µM; hits with a dose series show IC50 in µM; 220,000 tested, 0.42% active; recombinant M1AAP, H-Leu-NHMec fluorogenic kinetic assay; higher % means a stronger effect;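 active = primary inhibition above the hit cutoff, then over 50% inhibition at one or more dose response concentrations, cut at about 23% in these data, passing the limit was not always enough; inconclusive = conflicting primary data, or primary hits not chosen for dose response; inactive = low primary inhibition, or under 50% at every dose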;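 note: plate controls were DMSO full reaction for no effect and no enzyme background for full effect; strong numbers were not always called active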
M17LAP inhibition – P. falciparum M17LAP inhibitors, primary screen, biochemical, fluorogenic H-Leu-NHMec substrate, 1536-well (AID 1619); recombinant M17LAP, H-Leu-NHMec fluorogenic kinetic assay; higher % means a stronger effect; one-dose inhibition, % at 30 µM; IC50 in µM for titrated hits; 220,000 tested, 0.38% active;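 active = compound inhibiting the enzyme by more than half at any dose during confirmatory dose-response retesting; inconclusive = strong single-dose inhibitors picked by rank but not retested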;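 note: plate controls were full reaction with DMSO carrier for no effect and no enzyme background for full effect; strong numbers were not always called active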
TNAP activators – human TNAP enzyme activators, primary screen, biochemical, luminescent, no phosphate acceptor, uHTS (AID 1001); purified TNAP, luminescent activation assay, no phosphate acceptor; higher activation fold means a stronger effect; one-dose activation fold at 20 µM; EC50 in µM for titrated hits; 200,000 tested, 0.03% active; in the data active = activation fold from about 3, or a potency from the dose series; inactive = the rest, 99 in 100 with activation fold below about 1.6; note: many of its hits are not listed in these tables
West Nile virus CPE – West Nile virus antiviral activity, cell-based, CPE readout (AID 1621); West Nile virus-infected cells, CPE inhibition; higher % means a stronger effect; CPE inhibition, % at 10 µM, or IC50 in µM where a hit was titrated; 290,000 tested, 0.02% active; in the data active = a potency from the dose series; inconclusive = CPE inhibition mostly from about 3.7% at the one dose, without a potency; inactive = the rest, 99 in 100 with CPE inhibition below about 2.2%; note: strong numbers were not always called active
T cell modulator vesicle-bound % – recorded beside T cell modulator, whose call it bears; double positive events, %; measured here: CD8+ vesicle-bound cell fraction;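 binding gate set so that unloaded-vesicle control wells show 10% double positive cells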
Active calls of the source: *; i = inactive; ? = inconclusive; . = no result given; [ ] = dose if it differs, or a comment. Cut-off read from the data, not from the text of the source, unless noted: active = inhibition above about 50%; inactive = the rest.

SMILES	PMI inhibitors	T cell modulator	T cell modulator vesicle-bound %	PMI inhibition	K1F lysis inhibition	RSV CPE inhibition	M1AAP inhibition	M17LAP inhibition	TNAP activators	West Nile virus CPE
O=C(Cc1ccccc1)Nc1cccc(-c2nc3ncccc3o2)c1	0%	i	32	-3%	-0.5%	5.2%	0%	0%	1.1	1.6%
CN(C)CC/C=C1\c2cc(F)ccc2CSc2ccccc21	-17%	i	9	-6%	2.8%[50 µM]	1.2%	8%	-13%	1	0.0%
COc1ccc(OC)c(N(CC(=O)N2CCCC2)S(=O)(=O)c2ccc(OC)c(OC)c2)c1	7%	i	32	1%	0.3%	0.7%	-4%	-2%	1.1	-0.6%
CC1(C)CC(=O)c2cc(C(=O)O)c(=O)n(-c3ccccc3)c2C1	-10%	i	24	-10%	1.7%	0.0%	-1%	-4%	1.1	-0.1%
O=C(CNC(=S)N(CCCN1CCOCC1)Cc1cccs1)NCCCN1CCOCC1	1%	i	46	-14%	0.0%	-0.3%	8%	4%	1.3	-0.1%
OCC(CO)(CO)NCC(O)CN1c2ccccc2Sc2ccccc21 (stereo not drawn)	.	i	19	.	1.6%[50 µM]	1.1%	.	.	.	0.3%
Cc1ccc(C(=O)N/N=C\C=C\c2ccccc2[N+](=O)[O-])cn1	16%	i	43	22%	0.1%	-1.1%	6%	25%	1.1	-0.2%
CC1CN(Cc2csc(-c3ccc(Cl)cc3)n2)CC(C)O1 (stereo not drawn)	0%	i	38	0%	0.2%	7.5%	6%	-3%	1.1	-1.5%
COc1cc2c(cc1OC)CN(CC(=O)Nc1ccc(S(=O)(=O)N(C)C)cc1)CC2	12%	i	24	12%	0.2%	3.0%	-1%	1%	1.1	-0.6%
O=C1NC(=O)/C(=C/C(=O)N2CCOCC2)S1	-4%	i	63	-11%	0.2%	0.5%	14%	-6%	1	0.6%
CCOC(=O)C1CCN(C(=O)c2cc3c(C)cc(C)cc3[nH]2)CC1	.	i	56	.	-0.2%	1.0%	.	.	.	-0.2%
Cn1c(=O)[nH]c(=O)c2c1nc(N1CCN(CCO)CC1)n2CCSc1nc2ccccc2s1	2%	i	25	-1%	1.2%	1.5%	8%	6%	1.1	-0.1%
Nc1cc(=O)nc(SCC(=O)NCc2ccccc2)n1CCc1ccccc1	-7%	i	36	3%	-1.2%	0.7%	14%	7%	1	-0.2%
CC(=O)Nc1cccc2c1C(=O)NC2=O	16%	i	20	14%	-4.1%	1.2%	2%	-7%	1	-0.1%
CC(C)(C)c1ccc(-c2noc(CCC(=O)N3CCOCC3)n2)cc1	-6%	i	27	-7%	-0.2%	16%	0%	-9%	1.1	-1.4%
CC(=O)Nc1cccc(C(=O)OCC(=O)c2ccccc2Cl)c1	-11%	i	17	1%	0.2%	2.3%	3%	3%	1	0.0%
Cn1c(=O)c2c(ncn2CC(COCc2ccc(Cl)cc2)OCc2ccc(Cl)cc2)n(C)c1=O (stereo not drawn)	17%	i	43	12%	2.0%	0.1%	9%	-4%	1	0.2%
Cc1ccccc1Nc1c(-c2cccnc2)nc2cccc(C)n12	6%	i	47	3%	-0.2%	0.4%	15%	8%	1	-0.8%
CC(=O)c1ccc(NC(=O)CC(NCCC2=CCCCC2)C(=O)O)cc1 (stereo not drawn)	-5%	i	27	-3%	3.4%	0.7%	1%	13%	1.2	0.1%
NS(=O)(=O)c1ccc(NC(=O)COC(=O)COc2ccc3ccccc3c2)cc1	12%	i	42	23%	0.5%	-1.4%	2%	0%	1	-0.1%

The closing two records of the part above come first, to join the parts.
SMILES	PMI inhibitors	T cell modulator	T cell modulator vesicle-bound %	PMI inhibition	K1F lysis inhibition	RSV CPE inhibition	M1AAP inhibition	M17LAP inhibition	TNAP activators	West Nile virus CPE
CC(=O)c1ccc(NC(=O)CC(NCCC2=CCCCC2)C(=O)O)cc1 (stereo not drawn)	-5%	i	27	-3%	3.4%	0.7%	1%	13%	1.2	0.1%
NS(=O)(=O)c1ccc(NC(=O)COC(=O)COc2ccc3ccccc3c2)cc1	12%	i	42	23%	0.5%	-1.4%	2%	0%	1	-0.1%
Cc1cccc(NC(=O)c2nc[nH]c2C(=O)N[C@@H](Cc2ccccc2)C(=O)OCc2ccccc2)c1	.	i	25	.	0.6%	24%	-8%	0%	.	-0.1%
NS(=O)(=O)c1ccc2nc(NC(=O)c3ccc(Br)o3)sc2c1	-22%	i	33	-8%	0.6%	-0.8%	1%	-1%	1	-0.7%
COc1ccc2nc(C)cc(SCC(=O)N/N=C/c3c(OC)ccc4ccccc34)c2c1	14%	i	45	2%	-2.5%	-1.4%	8%	-7%	1.1	-1.8%
O=C(c1cc([N+](=O)[O-])ccc1N1CCOCC1)N1CCN(c2ccccc2)CC1	.	i	22	.	1.3%	1.0%	.	.	.	-1.1%
CSc1ncccc1C(=O)N1CCCC(C(=O)c2cc(F)ccc2F)C1 (stereo not drawn)	5%	i	26	3%	0.4%	1.0%	6%	0%	1	-0.4%
CCc1nc2nc(C)c(NS(=O)(=O)c3ccc(Cl)cc3)c(=O)n2[nH]1	.	i	16	.	-0.1%	2.0%	.	.	.	0.2%
c1ccc(-c2ccc(OCCCNC3CCCC3)cc2)cc1	7%	i	46	7%	.	-2.8%	-7%	1%	1	-0.8%
Cc1ccc(NC(=O)Nc2ccc(F)c(Cl)c2)cc1	9%	i	30	-1%	-0.2%	-1.7%	-5%	6%	1.3	-1.0%
COc1ccc(S(=O)(=O)N2CCC(C(=O)NCCN3CCOCC3)CC2)cc1	.	i	28	.	-0.3%	-0.2%	.	.	.	0.8%
COc1ccccc1CN(C)C(=O)C1COc2ccccc2O1 (stereo not drawn)	12%	i	33	6%	0.0%	5.7%	2%	11%	1.1	0.1%
Cn1nc(-c2ccc(C(=O)Nc3ccc(F)cc3)cc2)c2ccccc2c1=O	0%	i	36	-8%	.	6.6%	1%	2%	1.1	-0.8%
COC(=O)c1ccccc1NC(=S)NC(=O)c1ccccc1F	0%	i	42	-2%	6.8%	6.5%	7%	-3%	1	0.4%
CCN(CC)S(=O)(=O)c1ccc(N2CCOCC2)c(NC(=O)COc2ccccc2C#N)c1	-6%	i	8	-4%	0.0%	3.3%	3%	-1%	1	0.4%
COc1ccc(OC)c(NC(=O)C2CCCCC2)c1	3%	i	38	8%	-0.2%	1.2%	8%	5%	1.1	0.6%
COCC1CCN(Cc2cn(C)nc2-c2cccc(Cl)c2)C1 (stereo not drawn)	6%	i	50	4%	-1.1%	-1.1%	-1%	8%	1.1	0.0%
CSC1=NCCN1C(=O)c1ccc(S(=O)(=O)N2CCCC2)cc1	-2%	i	38	-4%	0.8%	1.8%	3%	-1%	1.1	0.1%
CCCCN(C(=O)CSc1nncn1-c1ccccc1OC)c1c(N)n(Cc2ccccc2)c(=O)[nH]c1=O	-5%	i	44	-4%	-0.5%	0.8%	10%	9%	1.1	0.2%
Oc1cccc(C(=S)N2CCN(Cc3ccccc3)CC2)c1	10%	i	50	11%	3.4%	0.6%	-5%	4%	1.1	0.1%
CC1=C(SCCC#N)S/C(=C2\SC(C)=C(SCCC#N)S2)S1	18%	i	42	-18%	0.0%	-0.7%	1%	-4%	1.1	-0.6%
Cc1cc(=O)[nH]c(SCC(=O)c2ccc(C(C)C)cc2)n1	1%	i	46	-6%	-0.4%	18%	7%	26%	1.1	-0.7%
OC1(c2ccccc2)CN(c2ccccc2)C2=[N+]1CCS2 (stereo not drawn)	11%	i	49	-3%	10%	5.2%	-3%	2%	1.2	-1.1%
CC(C)C[C@H](CO)Nc1nc(Nc2cccc(Cl)c2)c2ncn(C(C)C)c2n1	.	i	25	.	1.1%	40%	2%	1%	.	?
CC(=O)NC(=S)Nc1ccc(NC(=S)NC(=O)c2cccs2)cc1	.	i	62	.	-0.1%	1.9%	.	.	.	-0.3%
Cc1nc(NC(=O)C2CC2)sc1C(=O)NC1CCCCC1	14%	i	48	16%	.	1.7%	-8%	-4%	1.1	?
COC(=O)c1ccc(Cl)c(NC(=O)CN2CCN(C)CC2)c1	-3%	i	42	-8%	3.2%	-0.4%	0%	-8%	1	0.1%
O=C(OCC(=O)N1CCCC1)c1ccc(NS(=O)(=O)c2cccs2)cc1O	-24%	i	43	-8%	4.2%	6.8%	4%	4%	1	1.0%
CN(C)C(=O)N1CCC(C(=O)NCc2ccccc2)CC1	39%	i	64	11%	3.2%	1.5%	-5%	1%	1	0.3%
CC(=O)c1ccc(NC(=O)CSc2nnc(NC(=O)CN3CCOCC3)s2)cc1	4%	i	59	0%	5.2%	2.0%	3%	28%	1.1	0.2%
O=C(NCc1cccs1)c1ccccc1[N+](=O)[O-]	-1%	i	44	-3%	3.8%	2.0%	11%	-12%	1.1	0.0%
O=C(CSc1ncccn1)NC(=O)NCc1ccco1	-12%	i	29	-2%	0.3%	-0.3%	7%	1%	1	0.1%
CC(C)CNC(=O)c1cccc(NC(=O)c2ccc3c(c2)C(=O)N(C)C3=O)c1	.	i	12	.	-0.9%	0.6%	.	.	.	0.4%
Cn1c2ccccc2c2cc(/C=C(\NC(=O)c3ccccc3)C(=O)NCC(=O)O)ccc21	.	i	32	.	0.1%	0.5%	11%	41%	.	0.0%
O=C(CSc1nnc(-c2ccc(F)cc2)c2ccccc12)Nc1cccc(Cl)c1	18%	i	46	14%	2.1%[50 µM]	4.0%	17%	2%	1.1	-1.1%
CCC1=C(OC(=O)N(CC)CC)N2C(=O)OC(=NCCOC)[C@]2(Cc2ccccc2)[C@H]2C1=CC[C@H]1C(=O)N(C)C(=O)[C@H]12	.	i	13	.	0.0%	0.1%	-5%	-1%	.	-0.6%
COc1ccc(OC)c(NC(=O)C2CCN(C(=O)c3cccs3)CC2)c1	11%	i	61	16%	0.2%	2.6%	7%	27%	1.1	-0.6%
CN(Cc1ccccc1)C(=O)CCS(=O)(=O)c1ccc2c(c1)NC(=O)CS2	.	i	17	.	0.2%	-0.1%	.	.	.	0.0%
CC(Sc1nnc(CNC(=O)c2ccco2)n1C)C(=O)Nc1nccs1 (stereo not drawn)	.	i	20	.	0.3%	0.0%	.	.	.	0.1%

Rows were taken by chance. Share with any hit: about 1.5%.
